From PubChem
Vif-APOBEC3G blk: inhibitors of Vif-APOBEC3G interaction | Potency, µM (top dose mostly 46.1 µM), for inactives: top-dose activity, negative = active, usual class: inhibitors | HeLa A3G-eYFP + Vif (tagged APOBEC3G with the HIV-1 protein that degrades it), YFP fluorescence, overnight | Q9HC16 | 410,000 compounds, 0.076% hits;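 also: potency is read from the fitted curve at half-maximal effect; % is scaled to controls: 0 for no effect and ±100 for the full control effect; nearly all actives have a fitted effect of over 60% in size; hits raise eYFP signal because A3G escapes Vif-driven loss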
Target sequence (Q9HC16 whole entry, looked up): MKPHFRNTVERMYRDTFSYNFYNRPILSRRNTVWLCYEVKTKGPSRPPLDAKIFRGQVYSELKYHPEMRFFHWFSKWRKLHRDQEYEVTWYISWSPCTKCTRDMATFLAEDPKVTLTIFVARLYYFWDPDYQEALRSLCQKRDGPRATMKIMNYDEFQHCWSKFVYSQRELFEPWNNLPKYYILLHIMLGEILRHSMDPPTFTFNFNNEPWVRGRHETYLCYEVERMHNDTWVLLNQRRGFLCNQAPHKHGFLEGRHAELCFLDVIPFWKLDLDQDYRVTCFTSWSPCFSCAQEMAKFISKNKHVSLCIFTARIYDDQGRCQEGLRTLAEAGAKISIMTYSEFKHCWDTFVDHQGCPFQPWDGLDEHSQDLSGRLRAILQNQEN
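HeLa cells stably expressing Vif and C-terminally eYFP-tagged A3G, seeded overnight at 37 deg C, then exposed to compound by pintool overnight at 37 deg C. Rise in yellow fluorescence (Ex 488/Em 500-530, Acumen) marks blocked Vif-driven A3G degradation.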
TrxR1 substrate: substrates of rat thioredoxin reductase 1. O89049. purified TrxR1 substrate turnover, NADPH consumption readout. Potency, µM (top dose mostly 114 µM), for the others: top-dose activity change, negative = substrate turnover. 390,000 compounds, 0.01% hits; also: potency is read from the fitted curve at half-maximal effect; % is scaled to controls: 0 for no effect and ±100 for the full control effect; nearly all actives have a fitted effect of over 50% in size
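Rat TrxR1, dispensed at 90 nM, was prereduced with 400 uM NADPH (final) for 5 min at ~22 deg C, then incubated with compound 15 min before 400 uM selenite. A first-read NADPH fluorescence drop versus no-compound background flagged substrates.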
mIDH1 inhibitor: inhibitors of human mutant IDH1 R132H; O75874; IDH1-R132H enzyme, NADPH consumption, diaphorase/resazurin fluorescence; Potency, µM (titrated, usually from 76.6 µM), for inactives: at the highest dose activity change, negative = inhibition, most hits filed as inhibitors; 390,000 compounds, 0.093% hits; AID 602179; also: potency is read from the fitted curve at half-maximal effect; % is scaled to controls: 0 for no effect and ±100 for the full control effect; nearly all actives have a fitted effect of over 65% in size
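IDH1-R132H (0.5 ug/mL) preincubated 30 min with compound, then NADPH (0.016 mM) and alpha-KG (2 mM) added; 80 min at RT, pH 7.5. Remaining NADPH coupled via diaphorase/resazurin to fluorescence (540/590 nm); concentration-response curves normalized to no-enzyme control.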
USP1-UAF1 inh: USP1/UAF1 (human) deubiquitinase inhibition | O94782 | recombinant USP1/UAF1, Ub-Rhodamine cleavage fluorescence | Potency, µM (highest dose often 57.1 µM), for inactives: at the highest dose activity change, negative = inhibition, most hits filed as inhibitors | 390,000 compounds, 0.23% hits | AID 743255; also: potency is read from the fitted curve at half-maximal effect; % is scaled to controls: 0 for no effect and ±100 for the full control effect; nearly all actives have a fitted effect of over 60% in size; inactives centre near -12
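In this screen, compounds sit with the deubiquitinase complex (1nM) for 15 min at room temperature before Ub-Rho is added at 150nM final. Fluorescence rise is then followed for 6 reads every 60 seconds.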
RXFP1 ag: agonists of human relaxin receptor RXFP1; Q9HBX9; HEK293T-RXFP1 cAMP TR-FRET, 30 min; response scale: percent of porcine relaxin response, buffer zero; Potency, µM (titrated, usually from 57.5 µM), without a hit: at the highest dose activation, usual class: activators; 370,000 compounds, 0.3% hits; AID 2676; also: potency is read from the fitted curve at half-maximal effect; % is scaled to controls: 0 for no effect and ±100 for the full control effect; nearly all actives have a fitted effect of over 60% in size; many of its hits are not listed in these tables
Target sequence (Q9HBX9 whole entry, looked up): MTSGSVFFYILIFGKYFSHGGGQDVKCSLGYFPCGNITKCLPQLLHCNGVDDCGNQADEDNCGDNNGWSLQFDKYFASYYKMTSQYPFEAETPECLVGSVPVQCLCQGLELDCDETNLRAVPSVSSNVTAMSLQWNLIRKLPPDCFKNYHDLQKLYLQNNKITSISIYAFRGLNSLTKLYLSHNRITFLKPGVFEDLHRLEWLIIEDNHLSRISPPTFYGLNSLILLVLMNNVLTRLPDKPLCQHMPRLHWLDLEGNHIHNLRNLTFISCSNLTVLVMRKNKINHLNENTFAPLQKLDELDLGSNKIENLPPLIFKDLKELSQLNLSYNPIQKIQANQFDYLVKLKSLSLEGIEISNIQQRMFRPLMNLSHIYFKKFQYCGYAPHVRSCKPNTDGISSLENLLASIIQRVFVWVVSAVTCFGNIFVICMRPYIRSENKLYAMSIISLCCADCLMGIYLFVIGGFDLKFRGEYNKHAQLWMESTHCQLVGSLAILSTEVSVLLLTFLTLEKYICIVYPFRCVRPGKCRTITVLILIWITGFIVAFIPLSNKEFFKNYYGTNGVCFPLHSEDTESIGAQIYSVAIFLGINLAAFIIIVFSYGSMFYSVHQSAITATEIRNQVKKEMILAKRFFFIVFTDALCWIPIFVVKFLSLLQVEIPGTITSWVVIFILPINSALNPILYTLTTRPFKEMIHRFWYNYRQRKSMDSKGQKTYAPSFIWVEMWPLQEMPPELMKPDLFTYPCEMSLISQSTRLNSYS
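Agonist response is measured as cAMP accumulation in an RXFP1-transfected HEK293T line under PDE4 inhibition. Values are scaled between buffer-only and 29 nM porcine relaxin, and EC50s come from standard Hill equation fits.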
Vif-APOBEC3F blk: Vif-A3F binding inhibition | HeLa A3F-eYFP + Vif (tagged APOBEC3F with the HIV-1 protein that degrades it), YFP fluorescence increase | Potency, µM (series often up to 46.1 µM), for the others: at the top dose activity, negative = active | 390,000 compounds, 0.2% hits; also: potency is read from the fitted curve at half-maximal effect; % of control where 0% means no effect; nearly all actives have a fitted effect of over 65% in size
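HeLa cells stably expressing A3F-eYFP plus Vif, plated and incubated overnight at 37 deg C, then exposed to compounds overnight at 37 deg C. Blocked degradation read as raised yellow fluorescence (Ex 488/Em 500-530).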
LDHA inh: LDHA (human) enzyme inhibition; P00338; purified LDHA, NADH/diaphorase-resazurin fluorescence; active compounds read low; activity change, % (values are at about 110 or 230 µM); 480,000 compounds, 0.15% hits; in the data active = activity change below about -30%; inconclusive = mostly about -25% to -30%;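 also: plate controls were DMSO wells for no effect and wells without enzyme for full effect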
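Human LDH5 at 2 nM final in Tris HCl pH 7.4 with 0.06 mM NADH and 0.2 mM pyruvate, reacted 5 minutes at room temperature. Remaining NADH coupled via diaphorase/resazurin; resorufin fluorescence read at 0 and 20 minutes, normalized to enzyme-free and DMSO wells.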
GRP78 ERSR act: ER stress response induction in glioma | U87-MG GRP78 promoter luciferase reporter, 16 h | Potency, µM, for the others: at the top dose activation, hits mostly activators | 420,000 compounds, 0.02% hits; also: potency is read from the fitted curve at half-maximal effect; series mostly up to about 76 µM; % of control where 0% means no effect; nearly all actives have a fitted effect of over 35% in size
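ERSR induction read as luciferase luminescence (Bright-Glo, 10 min at room temperature) in stably transfected human U87-MG glioma cells exposed to compounds for 16 h, using GRP78 as sensor.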
PI4K2A block: PI4K2A (human) kinase inhibition; 420,000 compounds, 0.13% hits; activity change, negative = inhibition, % at 76.9 µM; Q9BTU6; purified PI4K2A, ADP-Glo luminescence, 1 h; active compounds read low; AID 1346378; in the data active = activity change below about -50%; inconclusive = mostly about -30% to -49%;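 also: -100% = wells without enzyme as full effect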
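ADP-Glo luminescence measured ADP generated by PI4K2A enzyme (4 ug/mL before mixing) with 1.2 mM PI substrate (pre-mix) and 300 microM ATP (pre-mix). Tris pH7.5 buffer with MgCl2, Triton X-100; 1 h reaction at ambient temperature.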
An asterisk follows results filed as active; ? = inconclusive; . = no result given; & = joins results of further samples; [ ] = dose if it differs, or a comment. Unless noted, calls follow the shape of the dose curve; as a rule, active = well fitted curve in the direction sought with a large enough effect; inconclusive = small, poorly fitted or top-dose-only effect, or another doubt; inactive = no such curve, though single readings can be large; an effect the other way counts as inactive or inconclusive.

SMILES	Vif-APOBEC3G blk	TrxR1 substrate	mIDH1 inhibitor	USP1-UAF1 inh	RXFP1 ag	Vif-APOBEC3F blk	LDHA inh	GRP78 ERSR act	PI4K2A block
C[C@H](NC(=O)c1nc[nH]c1C(=O)NCCCCCNC(=O)OC(C)(C)C)C(=O)OC(C)(C)C	1%	-6%	-1%	?	-1.0%	-2%	1	-6%	5
CC(=O)NCCC(=O)Nc1ncc(S(=O)(=O)c2ccc([N+](=O)[O-])cc2)s1	-2%	-12%	3%	-4%	-0.8%	-19%	-2	-3%	-5
COc1cccc(S(=O)(=O)NCc2ccc(C(=O)N3CCN(C)CC3)cc2)c1	2%	1%	11%	-2%	1.1%	0%	-1	4%	-5
CN(C(=O)Cn1c(=O)oc2cc(S(=O)(=O)N3CCCC3)ccc21)C1CCCCC1	-1%	-8%	11%	-12%	-0.1%	-3%	-2	-2%	-2
COc1cccc(/C=N/NC(=O)C(C)n2nnc3ccccc32)c1 (stereo not drawn)	2%	4%[57.1 µM]	4%	-2%	1.1%	-6%	-5	-3%	1
COC(=O)[C@H](CC(C)C)NCc1cccc(CN[C@@H](CC(C)C)C(=O)OC)c1	1%	11%[57.1 µM]	8%	?	-1.0%	0%	0	-2%	-2
O=C1C=C(Nc2ccc(Cl)cc2Cl)CC(c2ccco2)C1 (stereo not drawn)	?	3%[57.1 µM]	6%	-14%	0.2%	-14%	-3	-2%	-3
O=C(NNC(=S)Nc1ccc(F)c(Cl)c1)C1CC1	5%	2%	0%	-17%	-1.4%	1%	0	-1%	-3
COc1ccc(C(=O)NC2CCCCC2)cc1OC1CCN(C(C)C)CC1	1%	5%	3%	-20%	-1.0%	0%	-2	-2%	-6
Cc1ccc(-n2cc(CN3CCNC(=O)CC3)c(-c3cccc(C)c3)n2)cc1	-2%	7%[57.1 µM]	4%	-16%	-0.2%	-2%	3	1%	2
CC(NC(=O)COc1ccc(-c2nnco2)cc1)c1ccc(Cl)cc1Cl (stereo not drawn)	1%	-14%	7%	0%	-1.2%	10%	-6	-4%	-4
Cc1ccc(S(=O)(=O)N2CC(O)C[C@H]2C(=O)OCC(=O)N2CCN(c3ccc(F)cc3)CC2)cc1C (stereo partly drawn)	0%	-3%	0%	-7%	.	1%	-2	-6%	9
CC1=C(C(=O)OCc2ccc(C)cc2)C(c2c(Cl)cccc2Cl)CC(=O)N1 (stereo not drawn)	4%	3%	13%	-25%	7.6%	4%	-4	-4%	-2
O=C(Nc1nc2nccc(-c3ccccc3)n2n1)c1ccccc1	-1%	-7%	-5%	-9%	?	-15%	-4	-3%	7
O=C1CS/C(=N\c2ccccn2)N1C1CCCCC1	2%	-6%	5%	-18%	0.9%	-13%	-2	-1%	1
O=C1C(C23CC4CC(CC(C4)C2)C3)C(=O)N(c2ccccc2)N1c1ccccc1	1%	15%	0%	?	1.5%	-6%	-13	-3%	-2
O=C(CCCCCCCC(=O)NCC1CCCO1)NCC1CCCO1 (stereo not drawn)	-1%	-7%	-3%	-3%	0.0%	3%	-8	-5%	0
CCOC(=O)C(CCCOc1ccccc1C)C(=O)OCC	-4%	-8%	2%	-17%	-0.1%	-9%	-3	-1%	-9
O=C(NCc1cccnc1)c1sc2cc(Cl)ccc2c1Cl	0%	7%[57.1 µM]	12%	-16%	2.5%	-15%	2	2%	-3
Clc1ccccc1-c1ccc2ncnc(NCc3ccc4c(c3)OCO4)c2c1	-3%	9%	.	.	0.4%&3.0%	-5%	2	1%	-3
CC(=O)c1cccc(NC(=O)C2=CC(c3cccs3)=NS(=O)(=O)N2C)c1	0%	-5%	-10%	-25%	-0.1%	-8%	1	-3%	4
O=C(OCc1ccc([N+](=O)[O-])cc1)c1cc(=O)c2ccccc2o1	1%	3%	-1%	-2%	-3.3%	-3%	-6	0%	3
CCCCCOc1ccc(Br)cc1/C(C)=N/NC1=NCCN1	?	7%[11.4 µM]	8%	-11%	0.7%	-9%	0	-13%	-7
Cc1ccc(C)c(N(CC(=O)NC2CCCCC2)C(=O)CNC(=O)c2ccco2)c1	-5%	9%[0.0914 µM]	-7%	-19%	0.3%	-7%	-6	-4%	1
CSCC[C@H](CO)NC(=O)[C@H]1O[C@@H](n2cnc3c(N)ncnc32)[C@H](O)[C@@H]1O	-6%	.	.	.	.	.	-4	-2%	-23
COc1cccc(NC(=O)CCC(=O)N2Cc3ccccc3Oc3ncccc32)c1	1%	-1%	-3%	-8%	0.0%	5%	0	-3%	2
Cc1ccc(S(=O)(=O)Nc2ccc3c(c2)C(=O)N([C@@H](C)CO)C[C@@H](C)[C@@H](CN(C)C(=O)NC2CCCCC2)OCCCC[C@H](C)O3)cc1	1%	.	.	.	.	.	-2	-3%	-2
Clc1ccc(OCCCn2ccnc2)c(Br)c1	-7%	-6%	-19%	-15%	1.7%	9%	-23	-1%	11
C=CCn1c(N)c(C(=O)OC(C)(C)C)c2nc3ccccc3nc21	-5%	548%[activator]	4%	?	3.9%	-4%	9	2%	1
Cc1ccc(NC(=O)c2cc(N3CCOCC3)nc3ccccc23)cc1	-25%	5%[57.1 µM]	-1%	-7%	3.3%	-5%	0	1%	4
CCOC(=O)CC1=C(C(=O)OCC)C(c2ccncc2)C(C#N)=C(N)O1 (stereo not drawn)	-2%	13%[57.1 µM]	-2%	-6%	0.8%	-7%	-6	-2%	15
O=C(NCCc1ccccn1)C(F)(F)C(F)(F)C(F)(F)C(F)(F)C(F)(F)C(F)F	-3%	-5%[57.1 µM]	8%	-26%	-1.4%	11%	-8	-2%	-2
O=C(NCC1CCCO1)C1CCN(C2CCN(CCCC3CCCC3)CC2)CC1 (stereo not drawn)	-2%	-2%	-10%	5%	-1.5%	-2%	1	0%	1
CC1(C(=O)O)CCC(C(=O)Nc2ccc(S(N)(=O)=O)cc2)C1(C)C (stereo not drawn)	1%	1%	1%	-11%	-1.9%	-2%	-9	-3%	2
CN(c1ccccc1)S(=O)(=O)c1cccc(NC(=O)Cn2cnc3c2c(=O)n(C)c(=O)n3C)c1	0%	-5%	-2%	4%	5.4%	-2%	-7	-4%	1
COc1cc(NC(=O)Cn2c(=O)n(CC3CCCO3)c(=O)c3ccccc32)cc(OC)c1 (stereo not drawn)	0%&3%	-7%&0%	-9%&11%	-8%&-25%	-1.0%&-0.9%	8%&-1%	-10&-1	-1%&-2%	5&-8
CCOC(=O)c1c(C)[nH]c(C(=O)COC(=O)/C=C/c2ccc(OCC#N)c(OC)c2)c1C	-4%	4%	1%	-16%	5.9%	-27%	-7	2%	1
Cc1ccc(NC(=S)NCC(C)C)cc1	-3%	0%	3%	-8%	1.2%	0%	-8	0%	0
NS(=O)(=O)Oc1ccccc1	4%	7%	11%	-13%	0.4%	-3%	-2	-3%	1
CCN(C(=O)C(=O)c1c[nH]c2ccccc12)c1ccccc1	6%	-10%	1%	4%	2.5%	-2%	-4&4	-3%	0
Cc1ccc(N2CC(C(=O)Nc3c(C)n(C)n(-c4ccccc4)c3=O)CC2=O)cc1 (stereo not drawn)	-7%	6%	-11%	-24%	0.8%	-15%	-8	-5%	-2
C[C@@]12CCC3[C@@](CCC4[C@@]3(C)CCC[C@@]4(C)C(=O)N3CCCCC3)(CC1=O)C2 (stereo partly drawn)	8%	0%	-5%	-15%	1.3%	-4%	-11	2%	2
CN(c1ccc(C(=O)Nc2ccc(F)cc2F)cc1)S(=O)(=O)c1ccccc1	-10%	-11%	13%	3%	0.3%	0%	-9	0%	-2
O=C(c1ccc(S(=O)(=O)N2CCCCC2)cc1)N1CCCc2ccccc21	1%	4%[57.1 µM]	-3%	-4%	-0.1%	3%	-2	-4%	-4
COc1ccc(Cl)cc1C(=O)NCC(C)C	-4%	3%	7%	-18%	-0.5%	3%	0	0%	-7
COc1ccccc1CN(C)C(=O)c1cc(-c2cc(OC)c(OC)c(OC)c2)nc2ccccc12	-4%	26%	?	-17%	5.5%	-21%	-3	-4%	5
CCN(CC(=O)Nc1c(F)cccc1F)C(=O)/C=C/c1ccc(S(=O)(=O)N2CCCCCC2)cc1	-5%	-13%	-2%	2%	-0.9%	-7%	-10	-2%	-6
COc1ccc(S(=O)(=O)NCC(=O)O)cc1C(=O)NC1CCCCC1	1%	0%	3%	-9%	-0.7%	2%	3	-7%	4
O=C(NCc1ccccc1Cl)NC(=O)c1ccccc1	5%	3%	-3%	-2%	-0.1%	-13%	-3	-2%	-3
CC(/C=C/c1ccccc1)=N\Nc1nc(-c2ccccc2)cs1	0%	1%	-1%	-24%	0.7%	-2%	-8	-4%	8

Arranged by count of non-hydrogen atoms (descending): 3 of the compounds above
SMILES	Vif-APOBEC3G blk	TrxR1 substrate	mIDH1 inhibitor	USP1-UAF1 inh	RXFP1 ag	Vif-APOBEC3F blk	LDHA inh	GRP78 ERSR act	PI4K2A block
CC(NC(=O)COc1ccc(-c2nnco2)cc1)c1ccc(Cl)cc1Cl (stereo not drawn)	1%	-14%	7%	0%	-1.2%	10%	-6	-4%	-4
COc1ccc(S(=O)(=O)NCC(=O)O)cc1C(=O)NC1CCCCC1	1%	0%	3%	-9%	-0.7%	2%	3	-7%	4
C=CCn1c(N)c(C(=O)OC(C)(C)C)c2nc3ccccc3nc21	-5%	548%[activator]	4%	?	3.9%	-4%	9	2%	1

These rows are one share of the data, so the mix of outcomes need not match the whole.
